MCF10A rereplic: DNA re-replication induction in MCF 10a cells; MCF 10A DNA re-replication, Hoechst nuclear intensity, 48 h; Potency, µM (highest dose often 46.1 µM), without a hit: at the highest dose activity, positive = re-replication, hits mostly activators; 350,000 compounds, 2.9% hits; note: potency is the fitted concentration of half-maximal effect; % of control where 0% means no effect; nearly all actives have a fitted effect of over 50% in size
HT1080NT lethal: kills 2HG-producing HT-1080-NT fibrosarcoma cells | Potency, µM (top dose mostly 46.1 µM), without a hit: top-dose activity, negative = less viability, hits mostly cytotoxic | 360,000 compounds, 1.6% hits | HT-1080-NT fibrosarcoma viability, CellTiter-Glo ATP luminescence, 48 h;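 note: NT is the 2HG producing partner of a matched IDH1 knockdown line; potency is the fitted concentration of half-maximal effect; 0% = DMSO-treated cells and -100% = media-only wells without cells; nearly all actives have a fitted effect of over 55% in size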
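Viability by CellTiter-Glo luminescence after 48 h compound exposure at 37C of HT-1080-NT cells (750/well, RPMI, 5% FBS). % activity scaled between DMSO wells and medium-only wells, then curve-fitted and categorized by curve class.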
HEK293 tox: cytotoxicity counter-screen for GLP-1 receptor inverse agonists. AID 624418. 410,000 compounds, 0.13% hits. Potency, µM (series often up to 38.3 µM), for inactives: at the highest dose activity change, negative = inhibition, actives largely listed as inhibitors. HEK293 cAMP-luciferase reporter cells, luminescence, 24 h;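 note: loss of luciferase light is scored as toxicity; potency is the fitted concentration of half-maximal effect; % is set by controls: 0 for no effect and ±100 for the full control effect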
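Seeding density was 200 cells/uL; after overnight-length (12 h) culture, 23 nL compounds went on for 24 h at 37 °C. Readout used a luciferase detection reagent, luminescence taken after 12 min at room temperature.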
D3 ag: D3 dopamine receptor (human) agonism; AID 652048; D3R DiscoveRx beta-arrestin cells, luminescence, 90 min; 410,000 compounds, 0.58% hits; max activation, %; in the data active = max activation above about 30%; note: 0% is about no effect; mostly tested at two doses, the higher about 12 µM
Target sequence (P35462 whole entry, looked up): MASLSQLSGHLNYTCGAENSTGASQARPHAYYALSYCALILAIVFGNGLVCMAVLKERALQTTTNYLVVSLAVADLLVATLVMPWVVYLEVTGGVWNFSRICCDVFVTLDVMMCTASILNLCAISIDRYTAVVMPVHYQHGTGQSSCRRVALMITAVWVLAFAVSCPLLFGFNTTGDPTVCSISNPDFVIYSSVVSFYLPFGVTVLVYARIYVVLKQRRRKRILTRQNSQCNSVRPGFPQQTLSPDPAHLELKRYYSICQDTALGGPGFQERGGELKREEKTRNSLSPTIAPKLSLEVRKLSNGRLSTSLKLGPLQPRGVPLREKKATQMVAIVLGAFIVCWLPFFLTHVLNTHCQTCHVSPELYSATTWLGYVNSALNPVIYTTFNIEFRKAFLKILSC
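Agonist mode: compounds and dopamine controls were applied to plated cells for 90 min at 37 degrees C after an overnight attachment at 1500 cells/well. Luminescent read-out followed 30 - 60 minutes at room temperature with DiscoveRx detection reagent.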
HT1080 IDH1KD tx: HT-1080 IDH1 knockdown cell toxicity (counter line); 360,000 compounds, 2% hits; HT-1080 IDH1 knockdown viability, ATP luminescence, 48 h; Potency, µM (top dose mostly 46.1 µM), inactives show at the highest dose activity, negative = toxicity, hits mostly cytotoxic; AID 686971;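 note: potency is the fitted concentration of half-maximal effect; 0% = DMSO wells and -100% = cell-free medium wells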
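% activity derives from luminescence (CellTiter-Glo), normalised to DMSO and no-cell wells. HT-1080-IDH1KD cells, 750/well, had 48 h compound exposure at 37 °C.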
SW480 rerep: inducers of DNA re-replication in SW480 colon cancer cells. SW480 DNA re-replication, Hoechst DNA content imaging, 48 h. Potency, µM (highest dose often 46.1 µM), without a hit: top-dose re-replication activation, usual class: activators. 340,000 compounds, 1.8% hits. AID 624297; note: potency is the fitted concentration of half-maximal effect; % of control where 0% means no effect; nearly all actives have a fitted effect of over 55% in size
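Hoechst fluorescence of nuclei (405 nm excitation, 500-530 nm emission) measured by plate-scanning imager after 48 hr compound exposure at 37 C; re-replication scored as increased number of nuclei with elevated intensity.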
IL1B secr inh: inhibitors of inflammasome signaling (IL-1 beta secretion); activity change, % at 57.5 µM; THP-1 LPS/ATP IL-1B secretion, AlphaLISA, 16 h; stronger effect = lower value; AID 743279; 360,000 compounds, 4.7% hits; in the data active = activity change below about -50%; inconclusive = mostly about -30% to -49%; note: % is set by controls: 0 for no effect and ±100 for the full control effect
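THP-1 cells pretreated 1 hr with compounds (up to 57.5 uM final), then stimulated with LPS (250 ng/mL final) plus ATP (1.25 mM final); secreted IL-1B measured by AlphaLISA after 16 hr, decreased signal indicating inhibition.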
KB-V1 MDR tox: KB-V1 MDR subline cytotoxicity; KB-V1 MDR cells viability, CellTiter-Glo, 72 h; Potency, µM (series often up to 46.1 µM), for the others: at the top dose activity change, negative = cytotoxicity, actives largely listed as cytotoxic; 400,000 compounds, 3.4% hits; note: potency is the fitted concentration of half-maximal effect; % is set by controls: 0 for no effect and ±100 for the full control effect; nearly all actives have a fitted effect of over 60% in size
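qHTS viability screen in drug-selected KB-V1 MDR cells: 72 h compound treatment at 37 degrees C, ATP luminescence end point.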
KB-3-1 tox: kills parental KB-3-1 adenocarcinoma cells; KB-3-1 viability, CellTiter-Glo ATP luminescence, 72 h; Potency, µM (titrated, usually from 46.1 µM), for the others: at the top dose activity change, negative = cytotoxic, most hits filed as cytotoxic; 400,000 compounds, 1.4% hits; AID 1347075; note: potency is the fitted concentration of half-maximal effect; % is set by controls: 0 for no effect and ±100 for the full control effect; nearly all actives have a fitted effect of over 60% in size
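Cells are dispensed, compounds pinned in, plates held at 37 °C for 72 h, then CellTiter-Glo is added and luminescence read after 10 minutes. Cell line: parental KB-3-1 in phenol-red-free DMEM, 10% FBS.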
An asterisk follows results filed as active; & = joins results of further samples; [ ] = remark or other dose. Unless noted, calls come from the whole dose curve; as a rule, active = well fitted curve in the direction sought with a large enough effect; inconclusive = small, poorly fitted or top-dose-only effect, or another doubt; inactive = no such curve, though single readings can be large; an effect the other way counts as inactive or inconclusive. The order is random; overall some 11% were active at least once.

How did CC(=O)OCC(=O)[C@@]1(O)CC[C@H]2[C@@H]3CCC4=CC(=O)CC[C@]4(C)[C@H]3[C@@H](O)C[C@@]21C do in these assays?
MCF10A rereplic: -13%&0%; HT1080NT lethal: inconclusive; HEK293 tox: 3%&1%; D3 ag: 21&10; HT1080 IDH1KD tx: 10%&4%; SW480 rerep: -7%&-40%; IL1B secr inh: inconclusive; KB-V1 MDR tox: 0%&-7%; KB-3-1 tox: 0%&0%

Results for CSc1ncccc1C(=O)OCC(=O)c1ccccc1Br ?
MCF10A rereplic: 20%; HT1080NT lethal: 19%; HEK293 tox: 8%; D3 ag: -7; HT1080 IDH1KD tx: 8%; SW480 rerep: 14%; IL1B secr inh: -5; KB-V1 MDR tox: -9%; KB-3-1 tox: -5%

How did COc1ccc(C)cc1NC(=O)CSc1nnc(-c2ccccn2)n1Cc1ccco1 do in these assays?
MCF10A rereplic: -1%; HT1080NT lethal: 9%; HEK293 tox: 1%; D3 ag: -5; HT1080 IDH1KD tx: 3%; SW480 rerep: 0%; IL1B secr inh: -3; KB-V1 MDR tox: 12µM*; KB-3-1 tox: 17%

How did CCCCCNC(=O)c1cccnc1SCC(=O)Nc1ccccc1OC do in these assays?
MCF10A rereplic: -16%; HT1080NT lethal: -7%; HEK293 tox: -21%; D3 ag: 5; HT1080 IDH1KD tx: -5%; SW480 rerep: -10%; IL1B secr inh: -4; KB-V1 MDR tox: 6.5µM*; KB-3-1 tox: -2%

How did COC(=O)c1scc(C)c1NC(=O)CSc1ccc(Cl)cc1 do in these assays?
MCF10A rereplic: -1%; HT1080NT lethal: -12%; HEK293 tox: 6%; D3 ag: -15; HT1080 IDH1KD tx: -15%; SW480 rerep: -11%; IL1B secr inh: -9; KB-V1 MDR tox: -23%; KB-3-1 tox: -8%

How did COCCCNC(=S)N1CCCN(c2nc3cc(C)c(C)cc3cc2C#N)CC1 do in these assays?
MCF10A rereplic: 18µM*; HT1080NT lethal: -5%; HEK293 tox: 68%[activator]; D3 ag: -3; HT1080 IDH1KD tx: -11%; SW480 rerep: inconclusive; IL1B secr inh: -74*; KB-V1 MDR tox: -13%; KB-3-1 tox: -26%

How did O=C(O)c1ccc(-n2cccn2)nc1 do in these assays?
MCF10A rereplic: inconclusive; HT1080NT lethal: 17%; HEK293 tox: -4%; D3 ag: -5; HT1080 IDH1KD tx: 22%; SW480 rerep: -1%; IL1B secr inh: 6; KB-V1 MDR tox: 26%; KB-3-1 tox: -1%

Results for CCC(C)NC(=O)C1=CCN(S(=O)(=O)c2ccc(C)cc2)CC1 (configuration not stated) ?
MCF10A rereplic: 1%; HT1080NT lethal: 3%; HEK293 tox: 10%; D3 ag: 1; HT1080 IDH1KD tx: 12%; SW480 rerep: 13%; IL1B secr inh: -9; KB-V1 MDR tox: 3%; KB-3-1 tox: 4%

Results for Cc1ccc(N(CC(=O)NCc2ccco2)C(=O)CCC(=O)Nc2nccs2)c(C)c1 ?
MCF10A rereplic: -2%; HT1080NT lethal: 9%; HEK293 tox: 7%; D3 ag: -6; HT1080 IDH1KD tx: 9%; SW480 rerep: 2%; IL1B secr inh: 15; KB-V1 MDR tox: 2%; KB-3-1 tox: 15%

Results for Cc1cccc(CN2CCN(CC(=O)O)C2=O)c1 ?
MCF10A rereplic: 3%; HT1080NT lethal: 5%; HEK293 tox: -6%; D3 ag: -1; HT1080 IDH1KD tx: -2%; SW480 rerep: -6%; IL1B secr inh: 0; KB-V1 MDR tox: -15%; KB-3-1 tox: 2%

What do the screens show for `CN(CCCC1CCCC1)C(=O)c1cc(COc2c(F)cccc2F)on1`?
MCF10A rereplic: inconclusive; HT1080NT lethal: -3%; HEK293 tox: 6%; D3 ag: -7; HT1080 IDH1KD tx: 4%; SW480 rerep: 8%; IL1B secr inh: -9

What do the screens show for `CC(C)c1cccc(C(C)C)c1OCCCCN1CCCC1`?
MCF10A rereplic: 1%; HT1080NT lethal: 7%; HEK293 tox: 1%; D3 ag: -14; HT1080 IDH1KD tx: 9%; SW480 rerep: 0%; IL1B secr inh: -1; KB-V1 MDR tox: -1%; KB-3-1 tox: -7%

Results for O=C1C(=O)N(CCCN2CCOCC2)C(c2ccc(F)cc2)/C1=C(\O)c1ccc2c(c1)OCCO2 (configuration not stated) ?
MCF10A rereplic: 0%; HT1080NT lethal: 7%; HEK293 tox: -11%; D3 ag: 6; HT1080 IDH1KD tx: 8%; SW480 rerep: -5%; IL1B secr inh: -1; KB-V1 MDR tox: 22%; KB-3-1 tox: 2%

What do the screens show for `O=C(O)C1C2C=CC(C2)C1C(=O)NCCc1cccc(Cl)c1` (configuration not stated)?
MCF10A rereplic: 10%; HT1080NT lethal: 4%; HEK293 tox: -8%; D3 ag: 0; HT1080 IDH1KD tx: 16%; SW480 rerep: -14%; IL1B secr inh: 8; KB-V1 MDR tox: -26%; KB-3-1 tox: -5%

How did COc1ccc(CC(=O)Nc2cc(=O)n(C)c(=O)n2C)cc1 do in these assays?
MCF10A rereplic: 0%; HT1080NT lethal: 1%; HEK293 tox: -11%; D3 ag: 0; HT1080 IDH1KD tx: 16%; SW480 rerep: -9%; IL1B secr inh: -18; KB-V1 MDR tox: -21%; KB-3-1 tox: 1%

How did Cc1ccc2oc3c(c(=O)c2c1)C(c1cccc(Br)c1)N(Cc1ccco1)C3=O (configuration not stated) do in these assays?
MCF10A rereplic: inconclusive; HT1080NT lethal: 9%; HEK293 tox: 0%; D3 ag: 4; HT1080 IDH1KD tx: 4%; SW480 rerep: inconclusive; IL1B secr inh: 0; KB-V1 MDR tox: -34%; KB-3-1 tox: 8%

How did CCOC(=O)c1ccccc1CN1C(=O)c2ccccc2S1(=O)=O do in these assays?
MCF10A rereplic: inconclusive; HT1080NT lethal: 11%; HEK293 tox: -6%; D3 ag: 3; HT1080 IDH1KD tx: 7%; SW480 rerep: -2%; IL1B secr inh: 1; KB-V1 MDR tox: 11%; KB-3-1 tox: 18%

What do the screens show for `COc1cc(C(C)=O)ccc1Oc1cnccn1`?
MCF10A rereplic: 0%; HT1080NT lethal: 1%; HEK293 tox: 0%; D3 ag: 4; HT1080 IDH1KD tx: 0%; SW480 rerep: -10%; IL1B secr inh: 7; KB-V1 MDR tox: -2%; KB-3-1 tox: 4%

What do the screens show for `COc1ccc(NC(=O)C(=O)NCCc2ccccc2)cc1OC`?
HEK293 tox: -10%; D3 ag: -1; KB-V1 MDR tox: 0%; KB-3-1 tox: 5%

How did O=C(c1cccs1)n1cc(C(=S)N2CCOCC2)c2ccccc21 do in these assays?
MCF10A rereplic: -1%; HT1080NT lethal: 5%; HEK293 tox: 7%; D3 ag: 1; HT1080 IDH1KD tx: 1%; SW480 rerep: -17%; IL1B secr inh: 13; KB-V1 MDR tox: -1%; KB-3-1 tox: 12%

What do the screens show for `Cc1ccc(S(=O)(=O)Nc2ccc(-n3cnnn3)cc2)c(C)c1`?
MCF10A rereplic: -2%; HT1080NT lethal: 0%; HEK293 tox: -19%; D3 ag: 1; HT1080 IDH1KD tx: 0%; SW480 rerep: -1%; IL1B secr inh: 15; KB-V1 MDR tox: 1%; KB-3-1 tox: -4%

Results for NC(=S)N/N=C/c1ccccc1OCc1cccc(Cl)c1 ?
MCF10A rereplic: inconclusive; HT1080NT lethal: inconclusive; HEK293 tox: inconclusive; D3 ag: -18; HT1080 IDH1KD tx: inconclusive; SW480 rerep: inconclusive; IL1B secr inh: -26; KB-V1 MDR tox: 0%; KB-3-1 tox: 18µM*

Results for C/C(=N\NC(=O)c1cccc(Cl)c1)c1cccc(NC(=O)c2ccco2)c1 ?
MCF10A rereplic: 9%; HT1080NT lethal: -13%; HEK293 tox: -21%; D3 ag: -6; HT1080 IDH1KD tx: -9%; SW480 rerep: -4%; IL1B secr inh: inconclusive; KB-V1 MDR tox: 5%; KB-3-1 tox: -2%

Copied from the results shown, 4 compounds:
Results for O=C1C(=O)N(CCCN2CCOCC2)C(c2ccc(F)cc2)/C1=C(\O)c1ccc2c(c1)OCCO2 (configuration not stated) ?
MCF10A rereplic: 0%; HT1080NT lethal: 7%; HEK293 tox: -11%; D3 ag: 6; HT1080 IDH1KD tx: 8%; SW480 rerep: -5%; IL1B secr inh: -1; KB-V1 MDR tox: 22%; KB-3-1 tox: 2%

What do the screens show for `O=C(O)C1C2C=CC(C2)C1C(=O)NCCc1cccc(Cl)c1` (configuration not stated)?
MCF10A rereplic: 10%; HT1080NT lethal: 4%; HEK293 tox: -8%; D3 ag: 0; HT1080 IDH1KD tx: 16%; SW480 rerep: -14%; IL1B secr inh: 8; KB-V1 MDR tox: -26%; KB-3-1 tox: -5%

How did COc1ccc(CC(=O)Nc2cc(=O)n(C)c(=O)n2C)cc1 do in these assays?
MCF10A rereplic: 0%; HT1080NT lethal: 1%; HEK293 tox: -11%; D3 ag: 0; HT1080 IDH1KD tx: 16%; SW480 rerep: -9%; IL1B secr inh: -18; KB-V1 MDR tox: -21%; KB-3-1 tox: 1%

How did Cc1ccc2oc3c(c(=O)c2c1)C(c1cccc(Br)c1)N(Cc1ccco1)C3=O (configuration not stated) do in these assays?
MCF10A rereplic: inconclusive; HT1080NT lethal: 9%; HEK293 tox: 0%; D3 ag: 4; HT1080 IDH1KD tx: 4%; SW480 rerep: inconclusive; IL1B secr inh: 0; KB-V1 MDR tox: -34%; KB-3-1 tox: 8%

Screening results deposited in PubChem by National Center for Advancing Translational Sciences (NCATS).
